CDK5 p35 inh – CDK5/p35 (human) kinase inhibition; Recombinant CDK5/p35, ADP-Glo luminescence, 60 min; inhibition, % at 10 µM; 330,000 tested, 0.01% active;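 active = highest replicate inhibition of at least 50% and at least 75% of replicates reaching 50%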;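 note: plate controls were DMSO neutral control for no effect and GW8510 at 10 µM for full effect; many of its hits are not listed in these tables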
NSD2 HMT inh – inhibitors of human histone methyltransferase NSD2 | O96028 | 310,000 tested, 0.54% active | inhibition, % at 12.5 µM | NSD2 peptide methylation, AlphaScreen, 120 min | AID 743445; in the data active = inhibition above about 50%
PKA-R2B activ – PKA-R2B complex activation; P22694+P31323; PKA-R2B holoenzyme dissociation, Cy5-IP20 fluorescence polarization; R2B truncated from residue 108, S112A mutant; 0% DMSO only, 100% 113 µM cGMP; activation, % at 11.4 µM; 340,000 tested, 0.079% active; AID 504700;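 active = activation above a cutoff set at the mean over all compounds plus 3 SD, cut at about 18% in these data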;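 note: higher means more holoenzyme dissociation and a rise in polarization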
DSG3 Ab inh – inhibitors of pemphigus antibody binding to human desmoglein-3. P32926. DSG3-coupled beads, scFv-anti-DSG3-GFP binding, flow cytometry; active compounds read low. binding (percent of control), % at 10 µM. 310,000 tested, 0.48% active;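 active = binding more than 3 SD below its plate's average and above zero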;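 note: hits lower antibody fragment binding to DSG3; some compounds called inactive have numbers as strong as hits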
Target sequence (P32926 whole entry, looked up, the tested form may be a part): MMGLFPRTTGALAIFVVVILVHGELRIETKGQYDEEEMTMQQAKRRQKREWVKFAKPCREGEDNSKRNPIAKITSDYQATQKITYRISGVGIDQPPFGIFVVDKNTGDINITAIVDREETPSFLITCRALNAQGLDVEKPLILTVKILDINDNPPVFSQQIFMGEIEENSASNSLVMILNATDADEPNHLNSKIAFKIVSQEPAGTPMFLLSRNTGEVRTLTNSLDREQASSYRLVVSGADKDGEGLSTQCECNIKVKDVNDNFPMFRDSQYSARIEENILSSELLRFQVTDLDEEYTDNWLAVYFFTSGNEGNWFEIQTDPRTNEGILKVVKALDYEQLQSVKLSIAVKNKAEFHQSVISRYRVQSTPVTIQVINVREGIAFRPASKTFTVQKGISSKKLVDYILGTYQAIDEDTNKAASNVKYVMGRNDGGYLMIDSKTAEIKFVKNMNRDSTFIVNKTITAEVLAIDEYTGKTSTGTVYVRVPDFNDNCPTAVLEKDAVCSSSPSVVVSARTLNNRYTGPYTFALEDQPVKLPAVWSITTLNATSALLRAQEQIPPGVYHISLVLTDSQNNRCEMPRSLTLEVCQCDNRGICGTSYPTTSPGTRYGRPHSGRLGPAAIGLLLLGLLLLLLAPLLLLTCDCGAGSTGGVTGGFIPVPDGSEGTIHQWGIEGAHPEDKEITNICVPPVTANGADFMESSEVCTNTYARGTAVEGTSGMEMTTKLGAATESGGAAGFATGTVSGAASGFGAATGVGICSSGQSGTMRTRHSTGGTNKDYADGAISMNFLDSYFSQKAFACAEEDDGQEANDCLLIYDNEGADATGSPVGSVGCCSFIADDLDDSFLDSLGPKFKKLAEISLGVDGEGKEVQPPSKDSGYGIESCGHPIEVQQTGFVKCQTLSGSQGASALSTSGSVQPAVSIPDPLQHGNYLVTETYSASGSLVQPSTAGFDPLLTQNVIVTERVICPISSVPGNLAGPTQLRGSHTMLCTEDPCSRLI
SR-BI HDL uptake – mouse SR-BI HDL lipid transfer inhibition; inhibition, % at 12.5 µM; AID 488896; Q61009; 320,000 tested, 0.96% active; ldlA[mSR-BI] CHO cells, DiI-HDL uptake fluorescence, 3 h;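 active = mean replicate inhibition of at least 70% and a set share of replicates each scoring 70 or more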;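 note: 0% = median of neutral control wells and 100% = median of positive control wells; values of inactives mirror those of a sister screen read the other way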
MITF act – increases MITF-driven TRPM1 promoter luciferase signal | AID 588334 | activation, % at 12.5 µM | 300,000 tested, 0.75% active | SK-MEL-5 TRPM1-promoter luciferase, 24 h; % of positive control, neutral wells = 0;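 active = mean activation of at least 80% with every replicate also reaching 80%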;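 note: 0% = neutral control wells and 100% = parthenolide positive control wells; values of inactives mirror those of a sister screen read the other way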
dFosB act – activators of mouse delta FosB homodimer; activation, % at 25 µM; purified delta FosB, TAMRA-CDK5 oligo fluorescence polarization; percent of positive-control signal above neutral wells; AID 493131; 340,000 tested, 0.99% active; P13346;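 active = mean activation above about 17%, with every replicate also reaching it, limit read from the data, passing the limit was not always enough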;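 note: fluorescence polarization rise as delta FosB binds a TAMRA Cdk5 AP-1 oligo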
SR-BI uptake up – enhances SR-BI lipid uptake from DiI-HDL. CHO ldlA[mSR-BI] cells, DiI-HDL uptake fluorescence, 3 h; 100 = double the neutral-control signal. activation, % at 12.5 µM. 320,000 tested, 0.096% active;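 active = mean replicate activation of at least 60% and every replicate at or above 60%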;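 note: 0% = median plate neutral-control signal and 100% = twice that signal; values of inactives mirror those of a sister screen read the other way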
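Material: SR-BI-overexpressing, LDLR-lacking CHO cells | Dosing: Single compound concentration, delivered by pin transfer | Probe or stimulus: Labelled HDL, 10 µg/mL | Signal: Bottom-read cell fluorescence after medium removal, ex 550/em 595 nm | Schedule: 3 h, 37 °C | Evaluation: HDL uptake via cellular fluorescence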
PKA-R1A activ – activates the PKA-R1A holoenzyme complex; AID 504707; PKA-R1A dissociation, Cy5-IP20 fluorescence polarization; scaled: DMSO 0%, 113 µM cGMP 100%; activation, % at 11.4 µM; 340,000 tested, 0.083% active;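 active = percent activation above the mean of all tested compounds plus 3 SD, cut at about 19% in these data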;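 note: higher means more PKAc released from R1A so a rise in polarization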
Arrestin-AP2 inh – human beta-arrestin and AP2 interaction inhibition | inhibition, % at 10 µM | 340,000 tested, 0.31% active | FITC-arrestin peptide / GST-AP2 beads, flow cytometry; AP2 beta2 appendage carries R879A mutation;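 active = inhibition above a set limit, near 3 SD of compounds lacking own fluorescence, cut at about 54% in these data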;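 note: plate controls were DMSO wells for no effect and 5 µM unlabelled arrestin peptide for full effect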
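System: GST-AP2 R879A glutathione beads. Medium: PBS with 0.05% Tween 20 and 0.1% BSA. Also added: FITC-arrestin peptide, 50 nM. Incubation: 12 min plus 1 h, RT. Measured by: high-throughput flow cytometry of beads, ex 488, em 535 nm. Evaluation: percent drop in bead-associated FITC signal.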
SUMO Mot1 rescue – inhibitors of SUMOylation pathway: yeast Mot1-301 growth rescue; S. cerevisiae Mot1-301 growth rescue, ATP luminescence, 38.5C; percent above DMSO median, 100 means doubled; 320,000 tested, 1% active; growth rescue, % at 18.8 µM; AID 2716;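 active = every valid replicate shows activation above 250% relative to neutral control wells; inactive = the rest, any valid replicate at or below 250%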;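 note: OY570 slx delta 5 strain wells were the positive control but not used for scaling; some compounds called inactive have numbers as strong as hits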
Starred values were filed as active, the others as inactive; nt = no result given.

SMILES	CDK5 p35 inh	NSD2 HMT inh	PKA-R2B activ	DSG3 Ab inh	SR-BI HDL uptake	MITF act	dFosB act	SR-BI uptake up	PKA-R1A activ	Arrestin-AP2 inh	SUMO Mot1 rescue
O=C(O)c1ccc(N/N=C/c2ccc(F)c(F)c2)cc1	-0.4	3	5	110	4	0	-6	-4	-2	-2	-13
CC(C)(C)OC(=O)N1CCC(CC2CC(c3ccccc3)=NO2)(C(=O)O)CC1 (configuration not stated)	-0.5	nt	2	92	-16	-5	-6	16	1	2	-1
C/C(N)=C(/C#N)C(=O)COC(=O)c1ccncc1	-0.5	5	-7	99	-20	nt	0	20	0	-5	275
COc1ccc(N2CCN(c3oc(Cc4ccccc4)nc3C#N)CC2)cc1	-0.9	5	-7	97	-13	nt	-5	13	-1	-2	-16
COc1ccc(S(=O)(=O)N2CCOC2CNC(=O)C(=O)NCCN(C)C)cc1 (configuration not stated)	2.2	0	-1	119	40	-8	-2	-40	-18	-7	-10
COc1ccc(CNC(=O)CCNC(=O)N2CCn3c2nc2ccccc23)cc1	-0.9	-3	3	102	4	-1	-5	-4	0	-6	1
CCCn1c(SCC(=O)c2c(N)n(C3CC3)c(=O)[nH]c2=O)nnc1-c1ccncc1	-0.8	0	-10	85	-17	0	1	17	2	-2	-4
COc1cccc(-n2cc(CNCc3cn(C)nc3-c3ccccc3F)cn2)c1	0.1	3	-8	346	3	11	-5	-3	-3	26	-4
CNC(=S)N(Cc1ccc(OC)cc1)Cc1cc2ccc(C)cc2[nH]c1=O	1.9	7	-5	106	-2	11	-10	2	-3	22	2
Cc1cc(Cl)ccc1OCC(=O)N(Cc1ccco1)c1c(N)n(Cc2ccccc2)c(=O)[nH]c1=O	-1.4	-5	-4	nt	8	7	-3	-8	-2	8	nt
O=C(CN(Cc1ccco1)C(=O)CNS(=O)(=O)c1ccc(Cl)cc1)NC1CCCCC1	-6.6	0	-14	nt	-34	-10	-2	34	-7	-9	-12
COc1cc(/C=C(\C#N)C(=O)Nc2cc(C(F)(F)F)ccc2Cl)ccc1OCC(=O)Nc1cccc(C(F)(F)F)c1	2.2	-1	-17	98	62	-9	1	-62	-19	20	-5
COc1ccc(C2C(C(N)=O)=C(C)Nc3ncnn32)cc1 (configuration not stated)	-0.8	-1	10	98	17	nt	-6	-17	-3	6	10
O=C(Nc1nccs1)c1cc(Cl)nc2ccccc12	1.1	0	-4	nt	6	nt	-11	-6	8	9	-6
COc1ccc2[nH]c3c(=O)n(Cc4ccc(C(=O)N5CCCCCC5)cc4)c(=S)[nH]c3c2c1	-0.2	1	-6	102	26	8	-8	-26	1	15	3
COC(=O)c1c(C(C)=O)cnc2ccc(Br)cc12	-0.4	0	6	105	9	5	3	-9	-3	11	nt
COc1cc(CNc2ccc3[nH]c(=O)[nH]c3c2)ccc1OCc1cccc(C)c1	-0.7	3	-2	96	25	17	-11	-25	-9	-13	8
CN(C)c1ccc(/C=C2\SC(=O)N(CC(O)Cn3c4ccccc4c4ccccc43)C2=O)cc1 (configuration not stated)	-1.8	-2	-4	109	10	10	-1	-10	-14	-3	5
O=C(Cn1c(CCCO)nc2ccccc21)Nc1ccccc1-c1ccccc1	-0.8	0	-7	97	-11	1	-7	11	0	12	-14
Cc1ccc(OCCn2cc(C(=O)O)c3ccccc32)cc1	0.3	-1	-1	105	-9	2	-1	9	-1	26	6
CCN(CC)Cc1cc(C(=O)O)c(C)o1	-1.6	-1	-9	78	-11	-3	-10	11	-8	-2	18
Cc1ccccc1OCC(=O)Nc1cccc(Cl)c1C	1.1	-1	-1	92	29	9	4	-29	-8	-17	-2
CC(C)Cn1nc(NC(=O)c2cccs2)c2cc3ccccc3nc21	1.8	-8	-3	103	7	nt	5	-7	-13	-7	-17
O=C(CSc1ccc(-c2cccnc2)nn1)Nc1ccc(Br)cc1	1.2	-1	-1	97	-14	-1	-5	14	1	46	4
CC1=C(C(=O)OC2CCCCCCC2)C(c2ccc(O)cc2)NC(=O)N1 (configuration not stated)	-0.7	6	1	124	16	-12	-18	-16	3	-5	-6
O=[N+]([O-])c1ccccc1S(=O)(=O)Nc1ccc(S(=O)(=O)N2CCOCC2)cc1	-1.0	-1	3	94	-17	-9	-2	17	2	30	85
CCCn1c(N)c(C(=O)CSc2nc(C)nc3sc(C)c(C)c23)c(=O)[nH]c1=O	-1.1	0	-14	105	-12	-17	0	12	-6	13	12
OCCN(Cc1ccccc1)Cc1nc(CC2CC2)no1	-0.8	-2	-2	nt	7	-1	1	-7	-7	-4	-5
CCO[C@H]1OC(C(N)=O)=C[C@@H](C)[C@@H]1CCCO	-0.1	nt	-3	95	-16	9	-3	16	-15	3	10
O=C(c1ccc(CS(=O)Cc2ccccc2Cl)o1)N1CCN(c2ccccn2)CC1 (configuration not stated)	0.9	2	-9	106	9	5	-8	-9	1	7	13

Fetched by structure from the entries so far, 2 records:
SMILES	CDK5 p35 inh	NSD2 HMT inh	PKA-R2B activ	DSG3 Ab inh	SR-BI HDL uptake	MITF act	dFosB act	SR-BI uptake up	PKA-R1A activ	Arrestin-AP2 inh	SUMO Mot1 rescue
CCN(CC)Cc1cc(C(=O)O)c(C)o1	-1.6	-1	-9	78	-11	-3	-10	11	-8	-2	18
Cc1ccccc1OCC(=O)Nc1cccc(Cl)c1C	1.1	-1	-1	92	29	9	4	-29	-8	-17	-2

(next part)
SMILES	CDK5 p35 inh	NSD2 HMT inh	PKA-R2B activ	DSG3 Ab inh	SR-BI HDL uptake	MITF act	dFosB act	SR-BI uptake up	PKA-R1A activ	Arrestin-AP2 inh	SUMO Mot1 rescue
COc1ccc(COC(=O)c2ccc(C)c(S(=O)(=O)N3CCOCC3)c2)cc1F	0.2	0	1	99	68	7	-12	-68	-1	40	12
O=C(CCc1nnc(Cc2cccc(C(F)(F)F)c2)o1)NCC(F)(F)F	-1.7	0	-9	107	-30	11	-1	30	-4	-11	-4
COc1ccc(CC(=O)Nc2ccc(F)c(S(=O)(=O)N3CCOCC3)c2)cc1	-1.0	-1	-3	96	-11	-5	-2	11	-11	3	nt
Cc1nc(SCC(=O)c2cccs2)c2oc3ccccc3c2n1	-0.4	0	-9	99	26	nt	-24	-26	1	-8	3
O=C(CSc1nnc(-c2cccnc2)n1Cc1ccco1)c1ccccc1	3.2	1	-2	97	-11	-11	-12	11	-7	-8	19
CCOC(=O)C1CCCN(C(=O)CS(=O)(=O)Cc2ccccc2)C1 (configuration not stated)	0.7	-2	16	95	-37	-3	-8	37	-6	41	8
CC(C)(Oc1ccc(Cl)cc1)C(=O)NCc1ccc(S(N)(=O)=O)cc1	-1.9	-1	-2	98	2	-34	-1	-2	-4	8	532
CC(=O)c1sc(NC(=O)c2ccccc2C)nc1C	-2.4	4	-8	102	14	67	1	-14	3	9	-8
COCCCNC(=S)N1CCC(C(=O)c2ccc(Cl)cc2)CC1	1.2	17	1	106	20	nt	-1	-20	-13	1	7
CCn1c(SCc2nc3ccccc3[nH]2)nnc1-c1ccncc1	0.2	-2	5	106	10	-5	-5	-10	4	17	-6
Cc1c(C)c2ccc(OCC(=O)N[C@@H](Cc3c[nH]c4ccccc34)C(=O)O)cc2oc1=O	1.9	nt	-8	105	0	-3	2	0	-21	12	-1
CCc1cc(OCCN2C(=O)NC(C)(C)C2=O)ccc1Cl	0.6	72*	9	93	12	-4	-6	-12	-1	-1	-14
O=C(Nc1ccc(Cl)c(Cl)c1)OCCNC(=O)c1cccc(Cl)c1	-0.2	-3	-8	110	-31	7	-5	31	-15	23	-8
NC(=O)C1=C[C@@H](c2ccc(Br)cc2)C[C@@H](OCc2ccc(CO)cc2)O1	-0.6	nt	3	101	2	6	0	-2	-9	6	-19
CCOc1ccccc1NC(=O)c1oc2ccccc2c1NC(=O)C1CC1	-0.5	-3	-1	nt	42	-7	-6	-42	14	-2	-19
COCCCNC(=S)NNC(=O)c1ccccc1Br	0.9	0	-2	109	-23	-3	10	23	-8	9	-15
CC(NC(=O)c1cccc(S(=O)(=O)N2CCN(C)CC2)c1)c1ccc(Cl)cc1Cl (configuration not stated)	-0.1	0	-12	103	19	-6	-15	-19	-6	41	4
Cc1cc(=O)n(Cc2ccccc2)c(O)c1C#N	0.0	53*	2	115	-27	nt	-3	27	-1	29	-3
CCOC(=O)c1sc2c(c1C)c(=O)n(Cc1ccccc1)c(=O)n2CCN(C)C	0.0	3	1	118	-6	-3	-4	6	0	-22	218
COc1ccc(C(O)P(=O)(OCCC(C)C)c2ccc(N(C)C)cc2)cc1OC (configuration not stated)	0.0	1	6	nt	-12	-6	0	12	-2	11	-3
O=C(NC1CCCCC1)c1sc(=S)n2c1[nH]c(=O)c1ccccc12	-1.1	12	2	nt	-12	nt	-11	12	-1	6	-9
O=C(N/N=C/c1cc(Cl)ccc1O)c1cccnc1	0.4	-5	8	99	70*	nt	-10	-70	-13	13	7
O=C1NC(=O)C(=Cc2ccc(Cl)c(Cl)c2)S1	1.2	0	-18	117	-7	29	15	7	7	-1	nt
Cc1ccc(C)c(N(CC(=O)NCCC2=CCCCC2)S(C)(=O)=O)c1	0.1	1	1	101	-14	-1	-7	14	-12	33	-19
CCOC(=O)C1(CCc2ccccc2)CCN(Cc2ccc(OC)cc2)CC1	0.1	-3	-3	98	-8	-4	-5	8	6	7	nt
Cc1ccc(C(=O)Nc2ccc(Cl)cc2C(F)(F)F)c(Cl)c1	1.7	188*	-6	101	27	59	-1	-27	5	7	3
Cc1ccc(-c2nc(NC(=O)CSc3nnc4scc(-c5ccccc5)n34)ns2)cc1	1.1	nt	3	102	13	nt	6	-13	-2	-4	-4
O=C(N=C1SC2CS(=O)(=O)CC2N1Cc1ccccc1Cl)C1CCCO1 (configuration not stated)	0.3	-5	10	85	-6	15	1	6	-11	5	2
CCSc1nc(C2CC2)cc(-c2ccco2)c1C#N	-2.9	4	-7	102	16	20	-4	-16	-1	30	-1
Cc1ccc(N2C(=O)C3C4C=CC(CC4)C3C2=O)c([N+](=O)[O-])c1 (configuration not stated)	-1.2	-4	0	94	-10	2	0	10	-6	-5	28
CC(Cc1cccnc1)NC(=O)c1cc(COc2ccc(F)cc2Cl)on1 (configuration not stated)	-2.9	-1	6	107	37	15	-5	-37	-2	-1	-3
CC1(C)C2CCC1(CS(=O)(=O)N1CCC(C(N)=O)CC1)C(=O)C2 (configuration not stated)	-0.9	-1	-2	128	-22	6	-2	22	-5	4	3

Bioassay records deposited in PubChem BioAssay by several laboratories.
